# MITF inh – inhibitors of human MITF | O75030 | AlphaScreen MITF homodimerization, bead proximity signal | inhibition, % at 2.6 µM | hit rate 0.91% among 650,000 | AID 1259374; in the data active means inhibition above about 50%;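 further: 0% = vehicle wells with protein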
# GPR151 ag – human GPR151 activation; PathHunter beta-arrestin GPR151 cells, luminescence; activation, % at 11.2 µM; Q8TDV0; hit rate 1% among 650,000; in the data active means activation above about 4.9%;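 further: 0% = median of compound wells and 100% = cells with positive control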
# FBW7 activator – human FBW7 E3 ligase activation, primary screen; AID 1259310; normalized activity (activation), % at 26.1 µM; Q969H0; AlphaScreen FBW7–phospho-cyclin E peptide binding, activator screen; hit rate 0.13% among 650,000; in the data active means normalized activity above about 1.9%;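 further: purified mutant Fbw7 with reduced substrate affinity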
# Target sequence (Q969H0 whole entry, looked up): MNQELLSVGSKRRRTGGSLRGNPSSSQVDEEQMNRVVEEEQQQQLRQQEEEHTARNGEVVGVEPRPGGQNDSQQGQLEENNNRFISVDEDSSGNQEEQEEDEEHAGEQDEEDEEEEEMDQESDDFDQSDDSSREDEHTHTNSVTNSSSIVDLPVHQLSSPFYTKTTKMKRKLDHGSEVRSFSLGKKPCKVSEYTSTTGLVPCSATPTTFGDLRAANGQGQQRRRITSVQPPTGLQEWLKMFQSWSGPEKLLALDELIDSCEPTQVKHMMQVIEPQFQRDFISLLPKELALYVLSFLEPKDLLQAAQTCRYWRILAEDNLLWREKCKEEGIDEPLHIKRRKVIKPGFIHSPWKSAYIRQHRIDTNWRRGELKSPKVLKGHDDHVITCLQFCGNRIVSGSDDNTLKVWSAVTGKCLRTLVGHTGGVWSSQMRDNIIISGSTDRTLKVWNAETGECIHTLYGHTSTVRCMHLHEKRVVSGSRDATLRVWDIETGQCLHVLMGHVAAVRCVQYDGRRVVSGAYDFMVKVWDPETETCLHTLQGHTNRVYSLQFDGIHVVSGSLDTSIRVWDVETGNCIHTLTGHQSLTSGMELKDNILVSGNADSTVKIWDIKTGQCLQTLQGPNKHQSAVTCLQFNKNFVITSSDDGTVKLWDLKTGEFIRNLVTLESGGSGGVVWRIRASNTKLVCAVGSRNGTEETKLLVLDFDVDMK
# TEAD-YAP block – TEAD-YAP interaction inhibition | AID 1259422 | hit rate 1.4% among 640,000 | HEK-TIYL cells, TEAD-Gal4/YAP UAS-luciferase luminescence | inhibition, % at 9.12 µM; in the data active means inhibition above about 32%;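 further: 0% = median of test compound wells and 100% = reference inhibitor wells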
# The depositor's hits bear a star.
compound	MITF inh	GPR151 ag	FBW7 activator	TEAD-YAP block
O=C1C2C3C=CC(C3)C2C(=O)N1Cc1ccc(F)cc1 (centres undefined)	-1	-0.1	0.0	6
COCCN1C(=O)CC(CC(=O)N(C)Cc2csc(C)n2)(c2ccccc2F)C1=O (centres undefined)	-12	0.4	0.0	-1
CC1=C(C#N)C(NC(=O)c2cccc(Cl)c2)(C(F)(F)F)C(=O)N1 (centres undefined)	-6	0.3	0.1	-1
CNC(=O)c1ccccc1Nc1nc(Nc2ccc(-n3cnc(N4CCOCC4)n3)cc2)ncc1Cl	20	0.6	0.1	31
COC(=O)C(CC(C)C)NC(=O)c1cc(OC)c(OC)cc1[N+](=O)[O-] (centres undefined)	-3	-0.6	-0.1	2
N#CCC(=O)Nc1ccc(C(=O)NNC(=O)COc2ccccc2C#N)cc1	10	0.6	0.0	6
COC(=O)c1c(NC(=O)/C=C/c2ccc(OC)c(OC)c2)sc(C(=O)N(C)C)c1C	2	-0.4	-0.3	-1
CC(C)CC1=NN2C(=N)/C(=C/c3ccc(OCCOc4ccccc4)cc3)C(=O)N=C2S1	13	1.5	0.1	-17
CC(=O)NNc1nc(-c2ccc(Cl)c(Cl)c2)cs1	2	0.7	0.0	-14
O=C(CN1CCN(c2cccc(Cl)c2)CC1)Nc1ccc2[nH]c(=O)[nH]c2c1	11	0.1	0.1	7
Cn1c(=O)n(Cc2ccccc2)c(=O)c2c1nc(NN)n2Cc1ccccc1	-2	1.2	0.0	-12
Cc1ccc(-n2c(C)cc(/C=C3\SC(=O)NC3=O)c2C)cc1[N+](=O)[O-]	-3	2.0	0.1	8
COCCOC(=O)C1=C(C)NC2=C(C(=O)CC(c3ccc(OC)c(OC)c3)C2)C1c1cccc(Cl)c1 (centres undefined)	4	-0.5	0.0	24
Cc1ccccc1OCC(=O)Nc1cccc(N2C(=O)c3cccc([N+](=O)[O-])c3C2=O)c1	6	1.8	0.2	-42
COc1ccc(OC)c(C2=NS(=O)(=O)N(C)C(C(=O)N3CCC(C(N)=O)CC3)=C2)c1	26	-2.1	0.6	7
CCOC(=O)CCc1c(C)nc2ccc(C)cn2c1=O	-2	-0.2	-0.2	-5
CCOC(=O)/C(N=Nc1cc(C(N)=O)ccc1OC)=C(\C)O	17	0.4	-0.2	6
CN(C1=NS(=O)(=O)c2ccccc21)c1ccc(OC(=O)c2ccc(Cl)cc2Cl)cc1	8	2.4	0.0	8
C=C(C)CNC(=O)c1ccc(-c2cccc(N(C)C)c2)nc1N(C)C(C)=O	1	-0.3	-0.2	4
COCCN(C(=O)CC1C(=O)NCCN1C)C(C)C (centres undefined)	8	-1.3	0.1	4

# Part of the list above, reformatted.
# Below each compound – MITF inh	GPR151 ag	FBW7 activator	TEAD-YAP block
> CCOC(=O)/C(N=Nc1cc(C(N)=O)ccc1OC)=C(\C)O
 : 17	0.4	-0.2	6
> CC1=C(C#N)C(NC(=O)c2cccc(Cl)c2)(C(F)(F)F)C(=O)N1 (centres undefined)
 : -6	0.3	0.1	-1
> COCCN(C(=O)CC1C(=O)NCCN1C)C(C)C (centres undefined)
 : 8	-1.3	0.1	4
> CCOC(=O)CCc1c(C)nc2ccc(C)cn2c1=O
 : -2	-0.2	-0.2	-5
> Cc1ccccc1OCC(=O)Nc1cccc(N2C(=O)c3cccc([N+](=O)[O-])c3C2=O)c1
 : 6	1.8	0.2	-42
> Cn1c(=O)n(Cc2ccccc2)c(=O)c2c1nc(NN)n2Cc1ccccc1
 : -2	1.2	0.0	-12
> COC(=O)c1c(NC(=O)/C=C/c2ccc(OC)c(OC)c2)sc(C(=O)N(C)C)c1C
 : 2	-0.4	-0.3	-1

# Next structures
compound	MITF inh	GPR151 ag	FBW7 activator	TEAD-YAP block
CC(=O)N1c2ccccc2NC(=O)CC1c1ccccc1 (centres undefined)	3	1.5	-0.1	-4
Cn1cnnc1SCc1nc2scc(-c3ccccc3)c2c(=O)[nH]1	11	-3.2	-0.1	10
O=C(Nc1cccc(Cl)c1N1CCOCC1)C(Cl)(Cl)Cl	-4	-0.1	-0.2	10
O=C(CCC(=O)N1CCN(c2ccccc2)CC1)N1CCN(c2ccccc2)CC1	15	-0.5	0.2	7
COc1ccc(SCC(=O)Nc2cccc(Cl)c2Cl)cc1	4	-0.6	0.2	8
CC1=C(C(=O)OC2CCCCC2)C(c2ccco2)C2=C(CC(C)(C)CC2=O)N1 (centres undefined)	3	-0.3	-0.2	9
O=C(N/N=C/c1ccccc1O)c1[nH]ncc1I	11	-2.9	-0.9	-39
Oc1ccccc1CNc1ccc2c(c1)OCCO2	5	-0.5	-0.2	-19
CCCOc1ccc(C2C3=C(CCCC3=O)Nc3ccc4nc(C)ccc4c32)cc1 (centres undefined)	9	-0.1	0.4	9
CCOc1nc(Cl)nc(N2CCOCC2)n1	-15	-0.2	0.0	-7
Cc1ccc(NC(=O)CN2CCNC(=O)C2)cc1Cl	2	-0.8	-0.1	-5
CCOC(=O)c1ccc(NC(=S)N2CCN(CCO)CC2)cc1	12	-0.4	0.2	8
Cc1ccc(S(=O)(=O)N2C(C)CCC3CCCCC32)cc1 (centres undefined)	4	0.7	0.0	0
O=C(NCCCN1CCCC1=O)c1cccc(Nc2nccc3ccccc23)c1	19	0.5	0.1	-1
C[C@H](NC(N)=O)C(=O)Nc1cc(S(=O)(=O)N2CCOCC2)ccc1N1CCCC1	13	-1.7	-0.2	4
CNC(=O)/C(C#N)=C/c1c(F)cccc1Cl	9	-0.6	-0.1	-6
CCc1ccc(C2CC(c3cc(OC)c(OC)c(OC)c3)n3nnnc3N2)cc1 (centres undefined)	-2	0.3	0.0	6
Cc1ccccc1CN1C(=O)c2ccccc2S(=O)c2ccc(C(=O)NC3CC3)cc21 (centres undefined)	-10	0.6	-0.4	-20
Cc1cc(C)c(NC(=O)C2CCCN2C)c(C)c1 (centres undefined)	0	0.1	0.3	7
O=C(Oc1coc(CSc2nnc(NC(=O)C3CC3)s2)cc1=O)c1ccc(F)cc1	8	-0.4	-0.1	7
CCN(CC)CCNC(=O)c1n[nH]c(=O)c2ccccc12	17	0.5	0.1	2
Cc1ccc(Cl)cc1NC(=O)Cn1c(=O)n(Cc2ccco2)c(=O)c2cccnc21	8	0.4	0.0	-1
Cc1ccc(-c2csc3nc(Cc4ccccc4)oc(=O)c23)cc1	-1	-1.8	-0.4	4
CC1=C(C(=O)Nc2ccc(C(=O)O)cc2)SCCO1	6	-2.0	0.3	4
Cc1ccc(NC(=O)c2nnn(Cc3cccc(F)c3)c2N)cc1F	-22	0.3	0.0	2
COc1ccc(C(CC(=O)NCC(OC)OC)NS(=O)(=O)c2ccc(F)cc2)cc1 (centres undefined)	12	-1.1	0.5	-2
COc1cc(/C=N/Nc2ccc(S(N)(=O)=O)cc2[N+](=O)[O-])cc(OC)c1OC	18	-0.6	0.1	-8
CCC(C(=O)NCc1cn2ccc(C)cc2n1)c1ccccc1 (centres undefined)	36	-1.2	0.3	7
Cc1cccc(OCC(=O)NC(C)Cc2ccco2)c1 (centres undefined)	-3	-1.3	-0.1	-9
CC1CCN(c2c(NCc3ccc(C(=O)NCc4ccco4)cc3)c(=O)c2=O)CC1	7	0.7	1.1	-4
CC(=O)c1ccc(N2CCC(c3cc(-c4ccco4)n[nH]3)CC2)c([N+](=O)[O-])c1	16	-0.9	0.0	16
COc1ccc(/C=N/NC(=O)C23CC4CC(CC(C4)C2)C3)cc1	-1	0.8	-0.1	-66
COc1ccc(C(=O)Nc2c3c(nn2-c2ccc(Cl)cc2)CSC3)cc1OC	10	-0.3	0.0	-1
CC(=O)Cn1c(C(=O)O)c(-n2cccc2)c2ccccc21	6	0.2	0.1	-1
CCOC(=O)c1c(NC(=O)CSc2ccccn2)sc(C)c1C	-11	-0.6	-0.2	13
COC(=O)NNC(=S)NCc1ccccc1	2	-1.4	-0.2	4
CC(=O)N(Cc1ccccc1)c1nnc(C23CC4CC(CC(C4)C2)C3)s1	1	0.5	0.0	6
COc1ccc2c(c1)OC(C)CN(CC(=O)NCC(c1ccncc1)N1CCOCC1)C2 (centres undefined)	7	-1.2	0.0	3
Cc1ccc2c(c1)N(CC(=O)NCCO)C(=O)CO2	0	0.7	-0.4	-4
O=C(CSc1nnc2scc(-c3ccc(F)cc3)n12)N1CCCCC1	-8	0.0	0.1	-1
COc1ccc(CNC(=O)CSc2nnc(NC(=O)C(C)C)s2)cc1	-10	-0.4	-0.1	6
CCOc1ccc(NC(=O)c2oc(=O)c3ccccc3c2-c2ccc(C)cc2)cc1	20	2.4	0.2	-4
COc1ccc(CCN2CCc3nc4cccnc4cc3C2)cc1OC	3	0.6	-0.2	4
Cc1nc2ccc(S(=O)(=O)NC(CC(C)C)C(=O)N3CCCCCC3)cc2s1 (centres undefined)	12	-0.9	-0.2	7
CN(C(=O)CCCN1C(=O)c2cccc3cccc(c23)C1=O)c1ccccc1	16	-0.2	0.4	-1
CCCSc1nnc2c(n1)OC(C(=O)c1ccc(Br)cc1)Nc1ccccc1-2 (centres undefined)	15	0.0	-0.1	-25
Cc1cc(C)n(CCNC(=O)Cn2c(-c3cnccn3)nc3ccccc32)n1	3	0.9	0.2	6
Cc1cc(C)cc(N2C(=O)/C(=C/c3ccc4c(c3)OCO4)S(=O)(=O)C2c2cccc([N+](=O)[O-])c2)c1 (centres undefined)	-2	-1.2	-0.2	4
COc1cc(C=O)cc(I)c1OCc1cccc(C(=O)O)c1	2	0.4	0.0	-12
N#CC(=C1N=c2ccccc2=N1)c1c(O)n(Cc2ccccc2F)c2ccccc12	17	-0.3	0.6	1
Cn1c(N)c(C(=O)c2ccc(Cl)cc2)c(=O)n(C)c1=O	10	2.7	0.5	0
CN(CCc1ccccn1)Cc1ccc(F)c(Br)c1	68*	-0.8	0.3	8
COc1ccc(CNC(=O)C2=CCN(S(=O)(=O)c3ccc(C)cc3)CC2)cc1	-5	0.8	-0.4	3
N#Cc1cnn(Cc2ccccc2)c1/N=C/N1CCOCC1	11	-1.0	-0.1	-19
CCc1nn(CC(=O)NC(C)CC)c(=O)c2cccn12 (centres undefined)	-2	-1.1	0.1	6
COc1ccc(-n2c(=O)[nH]cc(C(=O)Nc3ccccc3OC)c2=O)cc1	-7	-0.8	-0.1	2
CCN(CC)C(=O)c1c(NC(=O)c2ccccc2Cl)sc2c1CCCCC2	8	-0.3	-0.1	6
COc1ccc(C2=N/C(=C\c3ccc(F)cc3)C(=O)N2c2cccc(F)c2)cc1	-11	0.3	0.0	-9
CCC(C(=O)Nc1c2c(nn1-c1ccc(C)cc1C)CSC2)c1ccccc1 (centres undefined)	-9	0.4	1.0	-5
Cn1c(=O)c2c(nc(N3CCc4ccccc4C3)n2Cc2c(F)cccc2Cl)n(C)c1=O	9	0.1	1.4	7

# New compounds follow
compound	MITF inh	GPR151 ag	FBW7 activator	TEAD-YAP block
O=C(NN=C1CCC(=NNC(=O)c2ccc([N+](=O)[O-])cc2)CC1)c1ccc([N+](=O)[O-])cc1	19	0.3	0.8	0
Cc1cc(C)c(S(=O)(=O)N(C)CC(=O)NCc2ccccn2)c(C)c1	-2	-0.6	-0.2	-13
Cc1ccc(OCC(=O)Nc2cc3nn(-c4ccc(Cl)cc4)nc3cc2C)cc1	4	-1.7	-0.1	-2
CC(C)c1nnc(NC(=O)C(C)(C)C)s1	-13	-1.9	-0.1	-6
CCC(=O)NC(c1nnc2n1CCN(Cc1ccc(O)cc1OC)CC2)C(C)C (centres undefined)	-5	0.5	0.2	-3
Cc1ccc(S(=O)(=O)N(CCO)Cc2cc3cccc(C)c3[nH]c2=O)cc1	5	1.0	-0.1	13
COc1cc(/C=N/N=C2/NC(=O)C(C)S2)ccc1O (centres undefined)	-3	-1.3	0.1	-43
Cc1ccc(C(=O)NCC(=O)NCC(=O)OCc2ccc(F)cc2)cc1	10	0.1	0.1	-1
CCOC(=O)C1=C(c2ccccc2)N=c2s/c(=C\c3ccccc3F)c(=O)n2C1c1cccs1 (centres undefined)	-3	0.8	0.1	6
COc1cccc(C(=O)c2cc3ccc(O)cc3oc2=O)c1	2	-5.6	-0.3	5
Cc1ccc(C)c(OCC(=O)NNC(=O)C2c3ccccc3Oc3ccccc32)c1	6	1.1	-0.1	-4
COc1ccc(Nc2nnc(SCC(=O)NC(=O)c3cccn3C)s2)cc1	6	-2.4	0.1	-16
C=CCn1c(SCC(=O)Nc2sc3c(c2C(N)=O)CCC3)nnc1-c1ccoc1C	30	-0.5	0.1	-2
Clc1ccc(OCc2nc3ccccc3n2CCCc2ccccc2)c(Cl)c1	-1	-0.1	-0.1	-50
CC(=O)c1cccc(NC(=O)CCc2c(C)nc3nc[nH]n3c2=O)c1	-1	1.2	-0.1	12
O=C(C1CCN(S(=O)(=O)N2CCCCC2)CC1)N1CCOCC1	11	-0.8	0.0	2
COc1ccc(N2C(=O)NC(=O)/C(=C/c3ccccc3OCC(=O)O)C2=O)cc1	-7	0.2	-0.2	6
CCOc1ccc(Nc2cc(N3CCN(c4ccccc4OC)CC3)c3noc4c3c2C(=O)c2ccccc2-4)cc1	21	1.4	0.1	5
Cc1cccc(N(CC(=O)Nc2ccc(F)cc2)S(=O)(=O)c2ccccc2)c1C	-16	-0.2	-0.1	-6
CCC(C)Nc1ncc(C(=O)OC)c2ccccc12 (centres undefined)	-7	0.8	0.1	-2

# Source: PubChem BioAssay
